Compound activity deposited in PubChem BioAssay by several laboratories.
CAL PDZ FP-1 – untagged CAL PDZ binding inhibitors, primary screen, biochemical, fluorescence polarization, HTS; Golgi-associated PDZ and coiled-coil motif-containing protein (Homo sapiens), Q9HD26; purified CAL PDZ, TMR-peptide fluorescence polarization, 1 h; actives 0.92% (n = 300,000); AID 602252, 2012; inhibition, % at 24.9 µM;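 active means mean inhibition of at least 30% with at least half of replicates also reaching 30%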;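 further: 0% = DMSO neutral control and 100% = excess unlabeled competitor peptide PRC23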
RTF Ca sens inh – cardiac RTF calcium sensitivity inhibitors, primary screen, biochemical, IANBD-TnC fluorescence, EC70 calcium | Troponin I, cardiac muscle (Homo sapiens) + Troponin T, cardiac muscle (Homo sapiens) + … | IANBD-labeled cardiac RTF, Ca2+ fluorescence | inhibition, % at 7.15 µM | actives 0.12% (n = 340,000) | AID 493244, 2011;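 active means inhibition above the mean inhibition of all tested compounds plus 3 SD, cut at about 17% in these data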;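 further: assay run at fixed EC70 calcium of 1.6 mM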
C-LANA FP – inhibitors of KSHV C-LANA binding to DNA, primary screen, biochemical, fluorescence polarization, FAM-LBS DNA, MBP-C-LANA, single point. AID 504423, 2011. actives 0.078% (n = 340,000). inhibition, % at 9 µM;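 active means highest replicate inhibition at or above 60% at 9 µM, even if other replicates fall short; inactive means all replicates below 60% inhibition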;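 further: 0% = neutral control wells and 100% = 4 µM acridine orange control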
Rtt109 HAT inh – inhibitors of C. albicans Rtt109/Vps75 HAT, primary screen, biochemical, ThioGlo CoA-SH fluorescence, plate reader. Histone acetyltransferase RTT109 (Candida albicans (strain SC5314 / ATCC MYA-2876)), …. purified Rtt109/Vps75, 4 h. inhibition, % at 34.9 µM. actives 0.16% (n = 330,000);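 active means inhibition of at least 50% in every replicate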
CAL PDZ FP-2 – CAL PDZ peptide-binding inhibitors, primary screen, biochemical, fluorescence polarization, Cer-tagged CAL PDZ, HTS; purified CAL PDZ, TMR-peptide fluorescence polarization, 1 h; inhibition, % at 20 µM; Golgi-associated PDZ and coiled-coil motif-containing protein (Homo sapiens), Q9HD26; AID 504414, 2011; actives 0.02% (n = 330,000);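 active means highest replicate inhibition of at least 40%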;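 further: plate controls were DMSO neutral control wells for no effect and unlabeled competitor peptide control wells for full effect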
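Material – purified CerCALP PDZ construct · Detection – FP readout, S and P plane fluorescence · Measure – percent inhibition from loss of millipolarization · Controls – unlabelled peptide for full inhibition, DMSO wells as neutral · Probe or stimulus – TMR-labelled reporter peptide T*-PRC34 bound in PDZ groove · Times – 1 h at RT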
cardiac RTF act – cardiac RTF calcium sensitivity activators, primary screen, biochemical, IANBD-TnC fluorescence, EC20 calcium; Troponin I, cardiac muscle (Homo sapiens) + Troponin T, cardiac muscle (Homo sapiens) + …; activation, % at 7.2 µM; IANBD-labeled TnC RTF fluorescence at EC20 calcium; 0% EC20 calcium, 100% full calcium; actives 0.24% (n = 340,000);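 active means activation above the mean over all tested compounds plus 3 SD, cut at about 30% in these data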;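 further: rise in fluorescence read as greater calcium sensitivity of cardiac thin filaments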
PKA-R2B activ – activators of PKA-R2B holoenzyme, primary screen, biochemical, fluorescence polarization, Cy5-IP20, human; AID 504700, 2011; cAMP-dependent protein kinase catalytic subunit beta (Homo sapiens) + cAMP-dependent …; actives 0.079% (n = 340,000); PKA-R2B holoenzyme dissociation; R2B truncated from residue 108, S112A mutant; 0% DMSO only, 100% 113 µM cGMP; activation, % at 11.4 µM;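 active means activation above a cutoff set at the mean over all compounds plus 3 SD, cut at about 18% in these data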;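 further: higher means more holoenzyme dissociation and a rise in polarization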
DAGLB inhibitor – DAGLB lipase inhibitors, primary screen, biochemical, fluorescence, HTS. Diacylglycerol lipase-beta (Homo sapiens), Q8NCG7. HEK293T DAGLB membrane lysate, EnzChek fluorogenic substrate. inhibition, % at 5.17 µM. actives 0.059% (n = 340,000). AID 504411, 2011; in the data active means inhibition above about 34%;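 further: 0% = enzyme with vehicle and 100% = wells lacking enzyme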
SR-BI uptake up – activators of SR-BI mediated DiI-HDL uptake, primary screen, ldlA[mSR-BI] CHO cells, DiI fluorescence; 3 h; 100 = double the neutral-control signal; activation, % at 12.5 µM; actives 0.096% (n = 320,000); AID 504775, 2011;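 active means mean replicate activation of at least 60% and every replicate at or above 60%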;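 further: 0% = median plate neutral-control signal and 100% = twice that signal; values of inactives mirror those of a sister screen read the other way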
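Test system: SR-BI-overexpressing, LDLR-lacking CHO cells; Also added: labelled HDL, 10 µg/mL; Measured by: bottom-read cell fluorescence after medium removal, ex 550/em 595 nm; Timing: 3 h uptake period with compound, 37 °C; Buffer or medium: F12, 0.5% BSA, 25 mM HEPES; Doses: single compound concentration, delivered by pin transfer.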
Keap1 Nrf2 FP – Keap1-Nrf2 protein-protein interaction inhibitors, primary screen, biochemical, fluorescence polarization, single point; Kelch-like ECH-associated protein 1 (Homo sapiens), Q14145; Keap1 Kelch-Nrf2 peptide fluorescence polarization, 1536-well; inhibition, % at 9.4 µM; actives 0.15% (n = 340,000); in the data active means inhibition above about 12%;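 further: human Keap1 Kelch domain with fluorescein labeled Nrf2 9mer peptide probe; 0% = neutral control wells and 100% = peptide positive control; higher means more block of Keap1 binding to Nrf2 peptide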
Target sequence (Q14145 whole entry, looked up, the tested form may be a part): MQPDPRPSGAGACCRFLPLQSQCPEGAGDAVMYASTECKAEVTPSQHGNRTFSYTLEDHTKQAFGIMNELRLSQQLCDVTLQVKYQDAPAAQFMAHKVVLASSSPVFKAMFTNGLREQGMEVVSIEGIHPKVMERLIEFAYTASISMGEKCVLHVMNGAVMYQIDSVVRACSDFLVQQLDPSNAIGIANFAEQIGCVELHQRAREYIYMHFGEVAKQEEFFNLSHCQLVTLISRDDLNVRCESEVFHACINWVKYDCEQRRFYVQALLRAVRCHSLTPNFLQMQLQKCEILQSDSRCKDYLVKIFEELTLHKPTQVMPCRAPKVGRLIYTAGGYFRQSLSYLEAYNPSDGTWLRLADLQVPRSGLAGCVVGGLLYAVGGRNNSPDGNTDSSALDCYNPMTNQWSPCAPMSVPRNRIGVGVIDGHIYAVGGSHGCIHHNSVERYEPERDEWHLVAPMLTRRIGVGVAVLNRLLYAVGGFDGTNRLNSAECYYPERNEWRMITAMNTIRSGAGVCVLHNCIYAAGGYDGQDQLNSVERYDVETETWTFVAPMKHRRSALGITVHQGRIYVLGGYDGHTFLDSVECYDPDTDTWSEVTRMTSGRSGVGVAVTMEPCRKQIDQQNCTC
Starred values were filed as active, the others as inactive; nt = no result given.

Start of the data: the first eight compounds, ahead of the listing:
entry	molecule	CAL PDZ FP-1	RTF Ca sens inh	C-LANA FP	Rtt109 HAT inh	CAL PDZ FP-2
1	Cc1ccccc1N1CCN(C2CCCN(C(=O)CCC(F)(F)F)C2)CC1 (stereo unspecified)	0	0	-2.4	7	2.7
2	CCN1CCN(CCCNC(=O)c2cc3c(=O)[nH]c4ccccc4c3s2)CC1	-3	-6	-1.8	2	-3.5
3	C/C=C/c1ccc(OCCN2C(=O)NC(C)(C)C2=O)c(OC)c1	-4	-1	0.7	41	-2.1
4	Cc1ccc(/C=N/NC(=O)C(NC(=O)c2ccccc2)c2n[nH]c(=O)c3ccccc23)cc1 (stereo unspecified)	-1	-9	-0.4	-2	-2.4
5	Cc1cc(C)c(C)c(S(=O)(=O)N2CCC(C(=O)N3CC(C)CC(C)C3)CC2)c1C (stereo unspecified)	-4	2	1.2	34	-2.1
6	Cc1onc(-c2c(Cl)cccc2Cl)c1/C(N)=N/OC(=O)C1CC1	-4	0	-0.4	1	-1.1
7	Cc1cc(NC(=O)/C=C/C(=O)N(CC(=O)NC2CCCC2)c2cccc3ccccc23)no1	1	-4	-0.3	0	-1.9
8	CC#CC(=O)N1CCC(C(=O)Nc2ccc(Oc3ccccc3)nc2)CC1	0	0	-0.2	-8	-2.2

entry	cardiac RTF act	PKA-R2B activ	DAGLB inhibitor	SR-BI uptake up	Keap1 Nrf2 FP
1	0	3	-4	nt	-2
2	7	4	4	21	1
3	-6	2	-1	-9	-1
4	3	-8	35*	-6	1
5	-4	-16	-1	-39	2
6	0	2	2	0	-3
7	-1	6	3	17	5
8	-5	5	2	6	-2

This part in full, repeating the preview:
entry	molecule	CAL PDZ FP-1	RTF Ca sens inh	C-LANA FP	Rtt109 HAT inh	CAL PDZ FP-2
1	Cc1ccccc1N1CCN(C2CCCN(C(=O)CCC(F)(F)F)C2)CC1 (stereo unspecified)	0	0	-2.4	7	2.7
2	CCN1CCN(CCCNC(=O)c2cc3c(=O)[nH]c4ccccc4c3s2)CC1	-3	-6	-1.8	2	-3.5
3	C/C=C/c1ccc(OCCN2C(=O)NC(C)(C)C2=O)c(OC)c1	-4	-1	0.7	41	-2.1
4	Cc1ccc(/C=N/NC(=O)C(NC(=O)c2ccccc2)c2n[nH]c(=O)c3ccccc23)cc1 (stereo unspecified)	-1	-9	-0.4	-2	-2.4
5	Cc1cc(C)c(C)c(S(=O)(=O)N2CCC(C(=O)N3CC(C)CC(C)C3)CC2)c1C (stereo unspecified)	-4	2	1.2	34	-2.1
6	Cc1onc(-c2c(Cl)cccc2Cl)c1/C(N)=N/OC(=O)C1CC1	-4	0	-0.4	1	-1.1
7	Cc1cc(NC(=O)/C=C/C(=O)N(CC(=O)NC2CCCC2)c2cccc3ccccc23)no1	1	-4	-0.3	0	-1.9
8	CC#CC(=O)N1CCC(C(=O)Nc2ccc(Oc3ccccc3)nc2)CC1	0	0	-0.2	-8	-2.2
9	Cc1cc(C)c(C)c(OCCOCCN2CCN(C)CC2)c1	-7	0	0.5	-1	-0.1
10	Nc1nsnc1C(=O)NCCO	-1	4	-0.5	-10	-1.4
11	CCC1CCCCN1C(=O)c1ccc(OC2CCN(C(=O)C3CC3)CC2)cc1 (stereo unspecified)	0	-6	0.1	-10	0.3
12	COc1ccc(NC(C)=O)cc1NS(=O)(=O)c1ccc2c(c1)OCCO2	nt	-7	-0.2	-8	-0.1
13	O=C(Nc1cccc(-c2cscn2)c1)C1CCN(Cc2ccccn2)CC1	4	-7	-1.4	-6	-0.6
14	CC1CCN(N=Nc2nc3c([nH]2)c(=O)n(C)c(=O)n3C)CC1	4	-3	0.8	-1	-0.3
15	COc1ccc(C(=O)N2CCN(C)C(=O)[C@@H]2C)cc1OC1CCN(C(C)=O)CC1	-6	-10	-0.2	2	-0.5

entry	cardiac RTF act	PKA-R2B activ	DAGLB inhibitor	SR-BI uptake up	Keap1 Nrf2 FP
1	0	3	-4	nt	-2
2	7	4	4	21	1
3	-6	2	-1	-9	-1
4	3	-8	35*	-6	1
5	-4	-16	-1	-39	2
6	0	2	2	0	-3
7	-1	6	3	17	5
8	-5	5	2	6	-2
9	-4	2	-1	18	1
10	1	8	-2	14	-7
11	-2	-6	-1	-43	3
12	1	5	3	20	2
13	2	0	2	10	-6
14	-2	-12	2	2	1
15	-3	1	2	15	2

More compounds follow:
entry	molecule	CAL PDZ FP-1	RTF Ca sens inh	C-LANA FP	Rtt109 HAT inh	CAL PDZ FP-2
16	COC(=O)c1cc(OC)c(OC)c(OC)c1N	-4	6	0.3	6	0.5
17	O=C(O)c1cc(NS(=O)(=O)c2ccc(NC3CCCCC3)c([N+](=O)[O-])c2)cc(C(=O)O)c1	-2	-4	-1.4	-3	-6.4
18	COc1ccc(Br)cc1/C=C/C(=O)OCC(=O)NCCc1ccc(S(N)(=O)=O)cc1	-8	-6	-1.7	0	-1.6
19	COC(=O)C1CCN(C(=O)Cc2ccccc2OC)CC1	-1	-3	1.0	-7	-2.1
20	O=[N+]([O-])c1ccc(N/N=C/c2c[nH]c3ccccc23)c(S(=O)(=O)Nc2ccc(Cl)cc2)c1	-2	-7	2.0	0	0.6

entry	cardiac RTF act	PKA-R2B activ	DAGLB inhibitor	SR-BI uptake up	Keap1 Nrf2 FP
16	2	-4	-2	26	1
17	-1	-12	2	8	-1
18	-3	-7	-4	-27	3
19	-7	0	0	3	0
20	5	-9	-3	-94	1

Some of the entries above in another layout:
16. COC(=O)c1cc(OC)c(OC)c(OC)c1N
  CAL PDZ FP-1: -4	RTF Ca sens inh: 6	C-LANA FP: 0.3	Rtt109 HAT inh: 6	CAL PDZ FP-2: 0.5	cardiac RTF act: 2	PKA-R2B activ: -4	DAGLB inhibitor: -2	SR-BI uptake up: 26	Keap1 Nrf2 FP: 1
17. O=C(O)c1cc(NS(=O)(=O)c2ccc(NC3CCCCC3)c([N+](=O)[O-])c2)cc(C(=O)O)c1
  CAL PDZ FP-1: -2	RTF Ca sens inh: -4	C-LANA FP: -1.4	Rtt109 HAT inh: -3	CAL PDZ FP-2: -6.4	cardiac RTF act: -1	PKA-R2B activ: -12	DAGLB inhibitor: 2	SR-BI uptake up: 8	Keap1 Nrf2 FP: -1

The order is random; any-hit rate near 1.6%.
